Bioassay records: PubChem, National Center for Advancing Translational Sciences (NCATS)
3T3 cytotox – cytotoxic compounds in NIH 3T3 cells. NIH 3T3 viability, CellTiter-Glo ATP luminescence, 48-72 h. Potency, µM (doses to about 96.7 µM), for the others: at the highest dose activity change, negative = cytotoxicity, most hits filed as inhibitors. 94,000 tested, 4.3% active; also: potency is read from the fitted curve at half-maximal effect; nearly all actives have a fitted effect of over 55% in size
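Cytotoxicity is measured as loss of cellular ATP: NIH 3T3 cells (400/well) are exposed to compound for 48 or 72 hr at 37 °C, then CellTiter-Glo luminescence is imaged after 10 min at room temperature.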
HEK cytotox – HEK 293 cell cytotoxicity. 94,000 tested, 6.6% active. HEK 293 viability, ATP luminescence (CellTiter-Glo), 48-72 h. Potency, µM (top dose mostly 115 µM), for the others: top-dose activity change, negative = cytotoxicity, usual class: inhibitors; also: potency is read from the fitted curve at half-maximal effect; nearly all actives have a fitted effect of over 60% in size
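Pintool-delivered compounds were incubated with HEK 293 cells (250 cells/well) at 37 degree Celsius for 48 or 72 hr. ATP-dependent luminescence (CellTiter-Glo) then reported remaining viable cells.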
GPT2 inh – GPT2 alanine aminotransferase inhibition; Q8TD30; Recombinant GPT2, coupled pyruvate oxidase/HRP Amplex Red fluorescence; Potency, µM (highest dose often 57.7 µM), inactives show top-dose activity change, negative = inhibition, actives largely listed as inhibitors; 100,000 tested, 0.25% active; AID 1671188; also: potency is read from the fitted curve at half-maximal effect; nearly all actives have a fitted effect of over 60% in size; many of its hits are not listed in these tables
Target sequence (Q8TD30 whole entry, looked up): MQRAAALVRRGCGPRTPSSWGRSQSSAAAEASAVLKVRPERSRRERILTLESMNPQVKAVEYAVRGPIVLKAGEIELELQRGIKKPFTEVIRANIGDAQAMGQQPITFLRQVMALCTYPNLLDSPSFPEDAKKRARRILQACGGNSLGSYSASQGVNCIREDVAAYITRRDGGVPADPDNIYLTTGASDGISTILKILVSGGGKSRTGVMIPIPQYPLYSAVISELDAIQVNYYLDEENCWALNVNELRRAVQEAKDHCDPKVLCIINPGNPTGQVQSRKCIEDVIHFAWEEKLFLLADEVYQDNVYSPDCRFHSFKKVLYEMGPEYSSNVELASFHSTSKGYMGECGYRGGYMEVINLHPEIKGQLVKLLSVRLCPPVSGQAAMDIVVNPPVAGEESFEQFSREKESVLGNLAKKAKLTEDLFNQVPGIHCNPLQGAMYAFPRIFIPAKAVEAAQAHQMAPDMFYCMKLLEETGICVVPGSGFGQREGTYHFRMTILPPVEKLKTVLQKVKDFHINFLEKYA
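Fluorescence of coupled pyruvate oxidase/HRP/Amplex Red system (50uM Amplex, 30 min, dark) reports pyruvate formed by GPT2. Enzyme reaction: 10ng/uL GPT2, 2mM L-alanine, 250uM a-KG, 30 min room temperature, pH 7.5; 50uM AOA control.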
SNCA expr inhib – reduces expression of the alpha-synuclein gene; HEK-293 SNCA-luciferase knock-in, luminescence, 24 h; Potency, µM (highest dose often 57.2 µM), for inactives: at the highest dose activity change, negative = inhibition, actives largely listed as inhibitors; 140,000 tested, 0.17% active; AID 1671194;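 also: potency is read from the fitted curve at half-maximal effect; plate controls were DMSO cells for no effect and cell-free wells for full effect; nearly all actives have a fitted effect of over 45% in size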
HEK293 viab – reduces viability of HEK-293 SNCA reporter cells. 150,000 tested, 0.12% active. Potency, µM (top dose mostly 57.1 µM), without a hit: top-dose activity change, negative = cytotoxicity, hits mostly cytotoxic. HEK-293-SNCA-luc viability, GF-AFC fluorescence, 24 h. AID 1671193;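 also: potency is read from the fitted curve at half-maximal effect; 0% = DMSO-treated cells and -100% = medium-only wells without cells; nearly all actives have a fitted effect of over 30% in size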
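Cytotoxicity counterscreen: after 24 h compound treatment of genome-edited SNCA-luciferase HEK-293 cells, live-cell protease substrate GF-AFC read by fluorescence after 30 min; activity scaled between DMSO (0%) and medium-only (-100%), curves Hill-fitted.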
Luciferase inh – Photinus pyralis luciferase inhibition; P08659; purified P. pyralis luciferase, luminescence, biochemical; Potency, µM (doses to about 115 µM), without a hit: at the top dose activity change, negative = inhibition, usual class: inhibitors; 76,000 tested, 2.5% active; AID 1347043; also: potency is read from the fitted curve at half-maximal effect; nearly all actives have a fitted effect of over 65% in size
Target sequence (P08659 whole entry, looked up): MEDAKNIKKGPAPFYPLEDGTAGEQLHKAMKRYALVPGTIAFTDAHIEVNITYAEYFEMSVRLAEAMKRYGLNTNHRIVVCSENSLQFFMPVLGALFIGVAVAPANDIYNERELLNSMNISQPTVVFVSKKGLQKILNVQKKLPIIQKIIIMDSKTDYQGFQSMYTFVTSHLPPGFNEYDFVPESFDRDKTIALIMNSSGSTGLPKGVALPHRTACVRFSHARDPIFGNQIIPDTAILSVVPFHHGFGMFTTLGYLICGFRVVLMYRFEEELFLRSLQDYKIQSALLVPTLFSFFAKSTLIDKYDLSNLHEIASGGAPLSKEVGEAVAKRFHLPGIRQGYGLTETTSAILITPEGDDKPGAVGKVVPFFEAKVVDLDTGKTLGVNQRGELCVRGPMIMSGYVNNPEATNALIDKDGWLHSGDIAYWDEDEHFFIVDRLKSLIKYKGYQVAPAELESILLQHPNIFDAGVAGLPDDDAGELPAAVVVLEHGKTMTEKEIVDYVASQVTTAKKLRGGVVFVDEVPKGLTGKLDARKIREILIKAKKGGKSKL
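FLuc 10nM, D-luciferin 10uM, ATP 10uM, Mg acetate 10mM, Tris acetate pH 7.5, Tween/BSA; cpd qHTS; enzyme added last; CCD luminescence.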
IP6K1 inhibitor – blocks human inositol hexakisphosphate kinase 1; 140,000 tested, 0.81% active; AID 1645851; IP6K1 kinase, ADP-Glo luminescence, 2 h; hits give low values; Q92551; activity change, % (series mostly up to about 58 µM); in the data active = activity change below about -25%
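ADP-Glo luminescence measures ADP made by human IP6K1 during a 2 h RT reaction with ATP/IP6 (mix at 1.3 mM/130 uM); top library doses 57.5 and 19.1 uM final.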
Starred values were filed as active, the others as inactive; i = inactive; ? = inconclusive; · = no result given; & = joins results of further samples; [ ] = another dose, or the depositor's remark. Unless noted, calls follow the shape of the dose curve; as a rule, active = well fitted curve in the direction sought with a large enough effect; inconclusive = small, poorly fitted or top-dose-only effect, or another doubt; inactive = no such curve, though single readings can be large; an effect the other way counts as inactive or inconclusive. Unless noted, % is scaled to controls: 0 for no effect and ±100 for the full control effect.

The line under a structure holds: 3T3 cytotox, HEK cytotox, GPT2 inh, SNCA expr inhib, HEK293 viab, Luciferase inh, IP6K1 inhibitor
> COc1ccc(-c2ccc3c(N)c(C(=O)Nc4cc(F)ccc4C)sc3n2)cc1
    ·, ·, ·, 26.2%, ?, ·, -10.4
> COc1ccc2c(c1OC)C(=O)O[C@@H]2[C@H]1c2c(cc3c(c2OC)OCO3)CCN1C
    ·, ·, -12.5%, -26.4%, ?, ·, 5.4
> O=c1n(-c2ccc(C(F)(F)F)cc2)nc2n1CCN(S(=O)(=O)c1cccs1)C2
    -26.8%, ?, i, 1.0%&-9.6%, -3.9%&-9.5%, -2.8%, 8.1&-7.9
> O=C(c1ccc(Cl)cc1)c1cn(Cc2ccccc2)c2cc3c(cc2c1=O)OCCO3
    ·, ·, ·, -16.7%, -8.5%, ·, 0.3
> CC(=O)N1CCCc2cc(S(=O)(=O)N3CCCCC3)ccc21
    ·, ·, ·, -3.5%, 1.8%, ·, -14.4
> O=C(CCc1ccccc1)N1CCCC2(C1)Nc1cccnc1NC2=NC1CCCC1 (stereo not drawn)
    ?, ?, -21.9%, 19.0%, -22.2%, 0.4%, 1.6
> CC(C)Cn1c(=O)c(C(=O)NCCCc2ccccc2)nc2cccnc21
    ?, ?, -3.3%, -3.8%, -4.3%, ·, 16.1
> O=C(NCc1ccncc1)[C@@H]1C[C@@H](c2ccc(F)cc2)N([S+](=O)([O-])c2cccnc2)C1
    ?, -21.9%[172 µM], i, 27.9%[87.6 µM], 4.0%[87.6 µM], -8.5%[172 µM], 2.3
> O=C(c1ccc(C(F)(F)F)cc1)N1CCCC(C(=O)N2CCCC2c2nc3ccncc3[nH]2)C1 (stereo not drawn)
    -18.3%, -0.7%, i, 9.9%, -1.7%, ·, -10.5
> COc1ccc(CNC(=O)[C@H]2CNC[C@H](C(=O)N3CCCC3)C2)c(F)c1F
    1.0%, -1.2%, i, -0.7%, -1.2%, 7.2%, 37.1
> COc1cc(OC)c(OC)cc1/C=C/c1nc2cc3ccccc3cc2c(=O)n1-c1ccc(F)cc1F
    ·, ·, ·, -2.3%, -0.1%, ·, -12.9
> O=C(NCc1ccccc1)[C@@H]1CCCN1c1nccc(Nc2ccccc2Cl)n1
    ?, ?, 2.8%, 5.7%, -9.4%[12.5 µM], ·, 3.6
> CN1c2cc(C(=O)NCCc3ccccc3)ccc2C(=O)N2CCCCC21 (stereo not drawn)
    -20.2%, ?, i, 63.7%[activator], 19.2%[12.5 µM], -15.1%, 14.3
> CN1CCC(NC(=O)c2nc3nc(-c4ccccc4)c(-c4cccc(O)c4)cc3n2C)CC1
    11.2µM*, 35.5µM*, 0.9%, ?, ?, 2.2%, 6.3
> Cc1nn(-c2ccccc2)c2c1C(C(C)C)N(C1CCCN(C(=O)Nc3ccccc3F)C1)C2=O (stereo not drawn)
    ?, ?, ·, ·, ·, ·, 5.2
> C=CCN1CC2(CCC1=O)CCN(C(=O)CC1CCCCN1C)CC2 (stereo not drawn)
    1.1%, -11.3%, i, 1.7%, -5.3%, -12.6%, -13.5
> COc1cccc(C(=O)N2CCCN(c3cc(-c4ccc(Cl)cc4)[nH]n3)CC2)c1
    ?, ?, i, -2.9%, -2.8%, 2.0%, 2.4
> O=C(C1OC1/C=C/c1ccc2c(c1)OCO2)N1CCCCC1 (stereo not drawn)
    ·, ·, i, ·, -4.7%, ·, -8.5
> OCC1OC(Oc2cc(O)cc(/C=C/c3ccc(O)cc3)c2)C(O)C(O)C1O (stereo not drawn)
    ·, ·, i, ·, 3.9%, ·, -4.1
> CC(Sc1nc(=O)cc(N)n1CCc1ccccc1)C(=O)Nc1ccc(Cl)cc1 (stereo not drawn)
    ·, ·, ·, -7.1%, 5.7%, ·, -11.5
> Cc1csc(CCNC(=O)C[C@H]2NC(=O)c3ccccc3NC2=O)n1
    i, -0.6%, i, -15.0%, -4.4%, -1.8%, 2.9
> O=C(c1cccc(C(F)(F)F)c1)N1CCN(CCCn2nc3n(c2=O)CCCC3)CC1
    -17.3%, -23.5%, ·, ·, ·, ·, -6.2
> CC(C)c1ccc2c(c1)c(SC(C)(C)C)c(CC(C)(C)C(=O)O)n2Cc1ccc(Cl)cc1
    ·, ·, 0.4%&2.9%, -0.9%&36.1%, -3.8%&25.1%, ·, ·
> CCOc1ccc(CCNC(=O)c2sc3nc4n(c(=O)c3c2C)CCCC4)cc1
    ·, ·, ·, 14.5%, -1.1%, ·, -4.6
> COc1ccc(CCNC(=O)c2ccc(Cn3c(=O)c4ccccc4n(Cc4ccc(F)cc4Cl)c3=O)cc2)cc1OC
    ·, ·, ·, -9.1%, 3.7%, ·, -16.3
> Cc1cn2nc(C(=O)NCC(C)c3ccccc3)cc2c(N2CCSCC2)n1 (stereo not drawn)
    ?, ?, -4.9%, -29.3%, -1.7%, -6.5%, -14.6
> Cc1noc(C)c1-c1cc2c(cc(C)n2CCN(C)C)c(-c2ccccc2O)n1
    31.6µM*, 44.7µM*, -8.9%[88.5 µM], -9.0%[87.6 µM], ?, -0.3%[172 µM], -5.9
> c1ccc(-c2ccnc(NCCOc3cccc4cccnc34)n2)nc1
    ?, ?, ?, 123.5%[activator], -28.9%, -1.7%, -30.6*
> CCCOc1ccc(CNC(=O)c2ccc(C)c(-n3c(C)nc4cccnc43)c2)cc1
    ·, ·, ·, 8.0%, 12.9%, ·, 9.4
> Cc1nc(CCNC(=O)C2CNCCO2)sc1C (stereo not drawn)
    -29.2%, -13.1%, i, 15.6%, -2.7%, -16.3%, 3.5
> COc1ccc(C(=O)N2CCC(N3C(=O)c4c(c(C)nn4-c4ccccc4)C3C)C2)cc1 (stereo not drawn)
    ?, ?, ·, ·, ·, ·, 2.1
> COc1ccc(C2Cn3nnc(C(=O)N4CCC(C(=O)NC5CCCC5)CC4)c3CO2)cc1 (stereo not drawn)
    -22.9%, -1.9%, i, 24.2%, 4.9%, -22.0%, -22.1
> CCOC(=O)c1ccc(N2C(=O)c3[nH]nc(-c4ccccc4)c3C2c2ccc(C(C)C)cc2)cc1 (stereo not drawn)
    ·, ·, ·, -2.9%, 8.1%, ·, 14.3
> COc1ccc(C[C@H](NC(=O)C2=C[C@@H](NC(=O)c3cccc(F)c3)[C@@H](O)[C@H](O)C2)C(N)=O)cc1
    -6.3%, -8.9%, 0.8%, -8.1%, 5.0%, 14.7%, 7.4
> Cc1cc(C(=O)N2C[C@@H](CO)[C@H](c3ccccn3)C2)no1
    -5.3%, 1.5%, -8.9%, -6.0%, -1.8%, -1.7%, 5.0
> CCN(CC)CCNc1ncnc2c1cnn2-c1cc(Cl)ccc1C
    ·, ·, ·, 3.8%, -3.0%, ·, 28.6
> Cc1ncsc1C(=O)N1CC(CNC(=O)C2CCOCC2)C2(C1)CN(c1ccccc1)C2 (stereo not drawn)
    ?, i, -2.1%, 8.4%, 3.5%, 3.8%, 1.6
> CO[C@H]1CN(C2CCN(C(=O)CN3CCCC3=O)CC2)[C@H]1c1cccnc1
    -19.6%, 0.3%, i, 4.6%, -2.5%, ·, 29.7
> CC1CC2OC3(OC2C(C)(C)O)C1C1(C)CCC24CC25CCC(O[C@@H]2OC[C@@H](O)[C@H](O)[C@H]2O)C(C)(C)C5CC=C4C1(C)C3O (stereo partly drawn)
    ·, ·, i, ·, -7.1%[23.9 µM], ·, 5.9
> CNC(=O)C1CCCN1Cc1ccc(-c2cncnc2)cc1 (stereo not drawn)
    -9.1%[138 µM], -13.1%[172 µM], i, 2.9%[87.6 µM], 5.6%[87.6 µM], ·, -6.4

Structures from the list above that have a thiophene ring, fused or not, in the order listed:
The line under a structure holds: 3T3 cytotox, HEK cytotox, GPT2 inh, SNCA expr inhib, HEK293 viab, Luciferase inh, IP6K1 inhibitor
> COc1ccc(-c2ccc3c(N)c(C(=O)Nc4cc(F)ccc4C)sc3n2)cc1
    ·, ·, ·, 26.2%, ?, ·, -10.4
> O=c1n(-c2ccc(C(F)(F)F)cc2)nc2n1CCN(S(=O)(=O)c1cccs1)C2
    -26.8%, ?, i, 1.0%&-9.6%, -3.9%&-9.5%, -2.8%, 8.1&-7.9
> CCOc1ccc(CCNC(=O)c2sc3nc4n(c(=O)c3c2C)CCCC4)cc1
    ·, ·, ·, 14.5%, -1.1%, ·, -4.6

Three entries picked at random from the list so far, as already listed:
The line under a structure holds: 3T3 cytotox, HEK cytotox, GPT2 inh, SNCA expr inhib, HEK293 viab, Luciferase inh, IP6K1 inhibitor
> CCOC(=O)c1ccc(N2C(=O)c3[nH]nc(-c4ccccc4)c3C2c2ccc(C(C)C)cc2)cc1 (stereo not drawn)
    ·, ·, ·, -2.9%, 8.1%, ·, 14.3
> Cc1cc(C(=O)N2C[C@@H](CO)[C@H](c3ccccn3)C2)no1
    -5.3%, 1.5%, -8.9%, -6.0%, -1.8%, -1.7%, 5.0
> COc1cc(OC)c(OC)cc1/C=C/c1nc2cc3ccccc3cc2c(=O)n1-c1ccc(F)cc1F
    ·, ·, ·, -2.3%, -0.1%, ·, -12.9

More structures:
The line under a structure holds: 3T3 cytotox, HEK cytotox, GPT2 inh, SNCA expr inhib, HEK293 viab, Luciferase inh, IP6K1 inhibitor
> Cc1ccc(-c2ncc(C(=O)Nc3ccccc3Br)c(-c3ccncc3)n2)cc1
    i, 9.4%, i, -6.2%, -7.7%, -1.3%, 4.3
> O=c1[nH]c(N2CCOCC2)nc2c1CCN(Cc1ccc(F)c(Br)c1)CC2
    -22.6%, ?, i, -2.7%, -9.4%, 2.8%, 0.0
> O=C(c1ccccc1)N1CC2(CCNC2)OCc2ccccc21 (stereo not drawn)
    -9.4%, -18.7%, -34.0%, 5.8%, -6.3%, ·, -11.1
> COc1cccc(C2Cn3nnc(-c4nc(-c5ccc(SC)cc5)no4)c3CO2)c1 (stereo not drawn)
    i, -8.2%, -12.3%, -11.8%, 2.6%, -2.8%, 0.3
> O=C(c1cscn1)N1CCC(F)(c2nc(-c3ccncc3)no2)CC1
    -1.5%, -25.1%, ?, 2.7%, 7.8%, 0.8%, -11.1
> CCN(CC)CCNC(=O)c1cn(CCOC)c(=O)c2c1c1ccccc1n2C
    ·, ·, ·, -9.6%, 17.7%, ·, 17.0
> O=C(Cc1ccccc1F)N1CCC(c2noc(-c3ccncc3)n2)C1 (stereo not drawn)
    -3.2%, -0.7%, 3.0%, 2.0%, 3.7%, -0.4%, 3.4
> CN1C(=O)C(C)(C)c2cc(S(=O)(=O)N3CCCC3C(=O)Nc3ccc(F)cc3)ccc21 (stereo not drawn)
    ·, ·, ·, -7.3%, 1.1%, ·, 2.7
> CCCC(=O)N1Cc2ccccc2CC2(CCCN(Cc3ccncc3)C2)C1 (stereo not drawn)
    -22.1%, -14.3%, -16.2%, -14.5%, 5.7%, ·, -2.3

Some of the compounds tested (hit frequency here may not be typical).
